# GluA2 TARP mod = modulators of AMPA receptor GluA2-stargazin complexes; calls only at 30 µM; HEK293 GluA2+stargazin, membrane potential dye (FDSS), glutamate EC50; hits were called plate by plate, in both directions; 40,000 tested, 3.5% active;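 active means any of four per-well response measures lying three or more SD from its plate-wide compound average, in either direction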
# Target sequence (O88602 whole entry, looked up): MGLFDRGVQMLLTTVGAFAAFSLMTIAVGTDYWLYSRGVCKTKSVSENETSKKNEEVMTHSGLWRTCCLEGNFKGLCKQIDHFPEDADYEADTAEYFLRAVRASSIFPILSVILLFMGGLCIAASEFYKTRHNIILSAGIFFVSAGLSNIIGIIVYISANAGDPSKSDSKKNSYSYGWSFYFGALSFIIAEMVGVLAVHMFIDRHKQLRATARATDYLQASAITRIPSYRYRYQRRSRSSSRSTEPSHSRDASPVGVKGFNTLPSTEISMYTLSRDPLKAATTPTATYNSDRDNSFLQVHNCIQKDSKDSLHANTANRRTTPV
# Target sequence (P19491 whole entry, looked up): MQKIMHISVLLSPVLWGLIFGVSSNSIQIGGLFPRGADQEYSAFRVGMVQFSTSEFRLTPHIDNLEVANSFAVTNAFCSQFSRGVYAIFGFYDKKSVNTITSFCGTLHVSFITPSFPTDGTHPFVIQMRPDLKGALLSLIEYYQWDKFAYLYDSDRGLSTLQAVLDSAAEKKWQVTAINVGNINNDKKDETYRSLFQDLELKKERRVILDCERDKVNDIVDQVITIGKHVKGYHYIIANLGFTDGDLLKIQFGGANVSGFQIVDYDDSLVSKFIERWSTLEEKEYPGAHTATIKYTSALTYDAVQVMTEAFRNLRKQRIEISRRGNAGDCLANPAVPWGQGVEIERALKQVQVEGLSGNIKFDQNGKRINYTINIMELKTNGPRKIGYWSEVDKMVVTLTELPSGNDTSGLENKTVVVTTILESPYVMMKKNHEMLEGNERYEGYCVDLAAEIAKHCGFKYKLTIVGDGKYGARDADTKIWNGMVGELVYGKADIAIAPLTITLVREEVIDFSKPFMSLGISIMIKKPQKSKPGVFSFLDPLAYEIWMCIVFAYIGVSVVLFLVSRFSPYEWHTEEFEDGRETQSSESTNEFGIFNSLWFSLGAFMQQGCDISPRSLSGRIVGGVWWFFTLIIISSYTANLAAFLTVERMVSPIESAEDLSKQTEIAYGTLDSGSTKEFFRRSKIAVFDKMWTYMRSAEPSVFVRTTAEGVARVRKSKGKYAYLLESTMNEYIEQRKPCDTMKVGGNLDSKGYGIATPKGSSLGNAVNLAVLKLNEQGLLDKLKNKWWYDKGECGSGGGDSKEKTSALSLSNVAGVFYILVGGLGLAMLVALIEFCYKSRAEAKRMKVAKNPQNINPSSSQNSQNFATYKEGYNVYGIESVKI
# GluA2 TARP mod agonism max-min = further read-out of GluA2 TARP mod, marked with its call; compound max-min signal; compound-alone response (agonism);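 unitless range of fluorescence divided by baseline over first 100 seconds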
# GluA2 TARP mod glutamate slope = recorded beside GluA2 TARP mod, whose call it bears; glutamate slope, % of max; measured here: glutamate response slope, % max;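 scaled per plate between vehicle wells and maximal 1 mM glutamate control wells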
# The depositor's hits bear a star; i = inactive; + = active, no number; & = joins results of further samples. Not all compounds are listed; the hit share may differ from the screen's.
structure,GluA2 TARP mod glutamate slope,GluA2 TARP mod agonism max-min,GluA2 TARP mod
CCOC(=O)c1ccccc1NC(=O)CSc1nc2ccsc2c(=O)n1CC(C)C,60.0,0.1,i
O=C(CCSc1ccccc1)NCCc1ccsc1,39.8,0.0254,i
COCCNC(=O)C(=O)NCC1(c2cccs2)CC1,61.9,0.0466,i
COc1ccc(C(=O)Nc2cccc(-n3c(C)nc4ccccc4c3=O)c2)cc1,26.9,0.0915,i
COc1ccc(SCC(=O)Nc2ccc3c(c2)C(=O)NC3=O)cc1,61.0,0.108,i
Cc1ccc(Cl)cc1S(=O)(=O)NCC(c1cccn1C)N(C)C (stereo not given),60.5,0.0514,i
CC(=O)Nc1c(C(=O)Nc2ccc(C)c(C)c2)nnn1-c1ccc(C)cc1,53.8,0.082,i
CCOc1ccc(NC(=O)C(=O)NCc2ccco2)cc1,56.3,0.054,i

# Remaining list, next part.
structure,GluA2 TARP mod glutamate slope,GluA2 TARP mod agonism max-min,GluA2 TARP mod
COc1ccc(S(=O)(=O)N2CCCOC2CNC(=O)C(=O)NCc2ccccc2)cc1OC (stereo not given),63.5,0.0904,i
Cc1cnc2c(c1NCCc1ccc(S(N)(=O)=O)cc1)c(=O)n(C)c(=O)n2C,50.0*,0.167*,+
O=c1nc(SCc2ccc(F)cc2)c2c(n1CC1CCCO1)CCC2 (stereo not given),45.3,0.0463,i
O=C(NC1CCSC1=O)c1nc(-c2cnccn2)no1 (stereo not given),58.6,0.14,i
CCOc1cccc2sc(N(CCN3CCOCC3)C(=O)/C=C/c3cccs3)nc12,43.4,0.0749,i
N#C/C(=C\c1ccccc1)c1nc2ccccc2s1,62.2,0.118,i
CC(=O)N1CCc2ccc(NC(=O)c3cccs3)cc21,51.1,0.0864,i
COc1ccc(Cn2c(SCc3nc(-c4ccc(C)cc4)no3)nc3ccsc3c2=O)cc1,72.5,0.0782,i

# Next results follow.
structure,GluA2 TARP mod glutamate slope,GluA2 TARP mod agonism max-min,GluA2 TARP mod
CCCOc1ccc(C2NC(=O)NC(C)=C2C(=O)OCCSCC)cc1 (stereo not given),61.1,0.14,i
CC(NC(=O)Cc1csc(NC(=O)c2ccc(=O)[nH]c2)n1)c1ccccc1 (stereo not given),31.7,0.073,i
CCCOc1cc(C(N)CC(=O)OC)ccc1OC (stereo not given),45.8,0.0274,i
O=C(Cn1nc(C(=O)Nc2ccccc2)ccc1=O)NCc1ccc2c(c1)OCO2,47.6,0.0286,i
Cc1ccccc1-c1ccc(N2CCN(C(=O)c3ccc(=O)n(C)n3)CC2)nn1,34.7,0.0185,i
COc1ccc(S(=O)(=O)NCC(c2ccsc2)N2CCCCCC2)cc1 (stereo not given),40.5,0.0538,i
COc1coc(C(=O)NCCc2c[nH]c3ccccc23)cc1=O,58.9,0.124,i
CC(=O)Nc1cccc(NC(=O)CN2CCC(COCc3ccccc3)CC2)c1,56.6,0.0472,i

# (cont.)
structure,GluA2 TARP mod glutamate slope,GluA2 TARP mod agonism max-min,GluA2 TARP mod
COc1ccc(OC)c2sc(N(CCN3CCOCC3)C(=O)c3ccc(C)cc3)nc12,63.5,0.151,i
Cc1ccc(NC(=S)NC(=O)c2cc3c(C)nn(-c4ccccc4)c3s2)cc1,57.9,0.116,i
O=C(CCCn1nc(-c2ccco2)ccc1=O)NCc1ccco1,16.0,0.0225,i
COc1ccc(SCCC(=O)Nc2nc(-c3cc([N+](=O)[O-])cs3)cs2)cc1,52.5,0.134,i
CSc1ccccc1NC(=O)Cn1cnc(-c2cccs2)cc1=O,55.5,0.113,i
COCCCN1CCc2nc(SCC(=O)Nc3ccc(C)c(Cl)c3)[nH]c(=O)c2C1,62.5,0.123,i
COc1ccc2nc(NC(=O)c3cc(C)no3)sc2c1,26.5,0.13,i
Cc1ccc(S(=O)(=O)Nc2nc(CCC(=O)Nc3cccc(F)c3)cs2)cc1,55.6,0.122,i

# (listing goes on)
structure,GluA2 TARP mod glutamate slope,GluA2 TARP mod agonism max-min,GluA2 TARP mod
Cn1c(=O)c2c(nc(N3CCCCC3)n2CC(=O)c2ccccc2)n(C)c1=O,33.3,0.0533,i
O=C(NCCn1ncc2c(N3CCCCCC3)ncnc21)c1ccc2ccccc2c1,51.6,0.0335,i
CCCCOc1ccc(NC(=O)Nc2ccccc2N2CCNC(=O)C2)cc1,65.9,0.0957,i
COc1ccccc1NC(=O)CSC1=NS(=O)(=O)c2ccccc2N1,49.8,0.085,i
O=C(Nc1ccc2c(c1)CCCN2C(=O)c1ccccc1)c1ccc2c(c1)OCO2,70.3,0.104,i
O=C(Cc1ccc(NS(=O)(=O)CCc2ccccc2)cc1)NC1CC1,26.1,0.0582,i
C#CCn1c(=NC(=O)c2ccn(C)n2)sc2ccccc21,66.5,0.108,i
O=C(/C=C/c1cccs1)Nc1nnc(CSc2ccccc2)o1,47.2,0.0697,i

# (continued)
structure,GluA2 TARP mod glutamate slope,GluA2 TARP mod agonism max-min,GluA2 TARP mod
COC(=O)CCC(=O)Nc1ccc(S(N)(=O)=O)cc1,41.5,0.03,i
O=C(NCC(O)(c1ccccc1)C1CC1)c1cc(-c2ccccc2)on1 (stereo not given),43.4,0.106,i
Cc1cc(NC(=O)c2cccc3ccccc23)ccc1N1CCCCC1=O,43.8,0.0934,i
COc1ccc(-c2noc(-c3cc(-c4cccs4)[nH]n3)n2)cc1,63.2,0.126,i
COc1ccc(NC(=O)Cn2ccn(-c3cc(C)cc(C)c3)c(=O)c2=O)cc1OC,44.8,0.0851,i
COCC(=O)NCCn1ncc2c(N3CCCCCC3)ncnc21,71.3,0.0549,i
COc1ccc(OC)c(NC(=O)CS(=O)(=O)c2cccs2)c1,43.5,0.089,i
Cc1cc(C(=O)N2CCC(c3nnc(-c4ccc(F)cc4)o3)CC2)no1,40.4,0.116,i

# Carrying on:
structure,GluA2 TARP mod glutamate slope,GluA2 TARP mod agonism max-min,GluA2 TARP mod
COc1ccc(C2=NN=C(N3CCNCC3)SC2)cc1,46.8,0.0545,i
O=C(c1ccc(S(=O)(=O)NCC2CCCO2)o1)N1CCc2ccccc21 (stereo not given),60.8,0.107,i
CC(O)(CNC(=O)Cn1c(=O)oc2ccccc21)C1CC1 (stereo not given),60.8,0.1,i
CCNc1nn(CC(=O)Nc2c(C)cccc2C)c(N)c1-c1nc(-c2ccccc2C)no1,53.3,0.107,i
COc1cc(/C=C2\SC(=S)N(c3ccc(Cl)c(Cl)c3)C2=O)cc(OC)c1OC,59.0,0.124,i
O=C1NC2(CCN(S(=O)(=O)c3ccccc3)CC2)C(=O)N1CCc1ccccc1,33.6,0.0578,i
CN1CCN(n2c3c(c(SCC(=O)NCc4ccco4)nc2=O)CCC3)CC1,48.5,0.16,i
Cc1nnc(-c2cn(CC(=O)NC3CCCCC3)c3ccccc23)o1,60.1,0.0845,i

# The list goes on:
structure,GluA2 TARP mod glutamate slope,GluA2 TARP mod agonism max-min,GluA2 TARP mod
Cc1ccc(C)c(C(=O)N(CCc2ccccc2)Cc2ccccn2)c1,46.0,0.0599,i
COC(=O)Cn1c(=O)c2c(nc3n(-c4cccc(C)c4)c(C)cn23)n(C)c1=O,27.9,0.0884,i
CC(=O)c1ccc(NS(=O)(=O)c2ccc(Oc3ccccc3C)cc2)cc1,56.8,0.0981,i
O=C(Cc1cc(-c2ccc(Cl)cc2)on1)N1CCOCC1,20.3,0.0429,i
O=C(CCn1nnc2ccccc2c1=O)N1CCN(c2ccccc2O)CC1,31.1,0.102,i
CC(C)CN1CC(=O)N(c2ccc(Cl)cc2)C2CS(=O)(=O)CC21 (stereo not given),51.7,0.0315,i
O=C(CCc1ccccc1)NCCCN1CCOC(c2ccccc2)C1 (stereo not given),45.1,0.0383,i
CCc1nc2sc(C(c3ccccc3F)N3CCCC3)c(O)n2n1 (stereo not given),55.7,0.0821,i

# Continued:
structure,GluA2 TARP mod glutamate slope,GluA2 TARP mod agonism max-min,GluA2 TARP mod
C=C(C)Cn1c(=O)c2c(nc3n2CCCN3c2ccc(OC)cc2OC)n(C)c1=O,52.0,0.0424,i
Cc1cccc(-n2c(C)cn3c4c(=O)n(CCN5CCOCC5)c(=O)n(C)c4nc23)c1,23.0,0.0584,i
Cc1ccnc(NS(=O)(=O)c2ccc(NC(=O)CCOc3ccccc3)cc2)n1,63.2,0.118,i
Cc1cccc(NC(=O)Nc2c(C)nc3ccccn3c2=O)c1,58.7,0.0905,i
Cc1ccc(-c2ccc(N3CCN(C(=O)C4CC4)CC3)nn2)cc1,61.5,0.0754,i
CCOc1ccc(C(=O)N2CCN(c3ncnc4c3nnn4-c3ccccc3)CC2)cc1OCC,39.2,0.0253,i
O=C(Cc1ccc([N+](=O)[O-])cc1)N1CCN(c2ncnc3c2nnn3-c2ccc(Cl)cc2)CC1,59.7,0.101,i
Cc1ccc(S(=O)(=O)N2CCCCC2CC(=O)Nc2ccon2)cc1 (stereo not given),68.1,0.0323,i

# Next part
structure,GluA2 TARP mod glutamate slope,GluA2 TARP mod agonism max-min,GluA2 TARP mod
CCOc1ccc(-c2ccc(=O)n(CCNS(=O)(=O)c3cccnc3)n2)cc1,54.0,0.0682,i
O=C(Nc1ccc2ncsc2c1)C1CCCN1S(=O)(=O)c1ccc(Cl)s1 (stereo not given),42.8,0.0434,i
COc1cccc(-c2cc(CC(=O)Nc3ccc4c(c3)OCO4)no2)c1,52.8,0.0886,i
CCOc1ccccc1-n1nnc(C(=O)NCC2CCCO2)c1C (stereo not given),45.5,0.106,i
O=S(=O)(c1ccccc1)c1nc(-c2cccs2)oc1NCc1ccco1,58.6,0.127,i
O=C(CCOc1ccccc1)N(CCN1CCOCC1)c1nc2c(Cl)cccc2s1,37.1,0.0682,i
CCOc1ccc(S(=O)(=O)Nc2ccc3c(c2)CCC(=O)N3)cc1C,-1.3,0.0594,i
CC(O)(CNS(=O)(=O)c1ccc(OC(F)(F)F)cc1)c1ccc2c(c1)OCO2 (stereo not given),36.5,0.194,i

# (list continues)
structure,GluA2 TARP mod glutamate slope,GluA2 TARP mod agonism max-min,GluA2 TARP mod
O=C(NC1CCCCC1N1C(=O)CSC1=O)c1cc(-c2cccs2)[nH]n1 (stereo not given),65.5,0.114,i
COc1ccc(-c2cn(CC(=O)Nc3c(C)cccc3C)nc2N(C)C)cc1,51.9,0.0808,i
COc1ccc(CCNC(=O)CCc2c(C)nn(-c3nc(C)cc(=O)[nH]3)c2C)cc1OC,40.7,0.112,i
CCC(CC)C(=O)Oc1c(S(=O)(=O)c2ccc(C)cc2)c(C)nn1-c1ccccc1,34.1,0.0731,i
Cc1ccc(CNC(=O)Cn2ccn(-c3ccc(F)cc3)c(=O)c2=O)cc1,42.9,0.0757,i
CCSC1=NCCN1S(=O)(=O)c1ccc(Cl)cc1,51.4,0.0664,i
CN1C(=O)N(C)C2(CCN(C(=O)c3ccc4c(c3)OCO4)CC2)C1=O,58.2,0.131,i
COCC(C)(O)CNC(=O)Cc1cccc(C)c1 (stereo not given),14.9*,0.0936*,+

# Other structures.
structure,GluA2 TARP mod glutamate slope,GluA2 TARP mod agonism max-min,GluA2 TARP mod
COc1cc(-c2noc(-c3nnn(-c4ccccc4Br)c3C)n2)cc(OC)c1OC,63.0,0.153,i
O=C(NCc1c(F)cccc1F)C1CN(C(=O)c2cnccn2)C1,50.0,0.0635,i
Cc1cccc(-c2n[nH]c(=S)n2C)c1,25.7,0.0773,i
O=C(Cc1ccc(NS(=O)(=O)CCc2ccccc2)cc1)N1CCCC1,60.5,0.0776,i
COc1ccc(-c2nc(CCNC(=O)c3nc4ccccc4s3)cs2)cc1,58.0,0.0955,i
COc1ccc(C(=O)COC(=O)c2cc(C)nc3ccccc23)cc1OC,40.1&77.5,0.065&0.0453,i
CC1=C(C(=O)Nc2ccc(F)cc2)C(c2cccc(Cl)c2)C2=C(CC(c3ccccc3)CC2=O)N1 (stereo not given),34.2,0.105,i
Cc1ccc(C)c2sc(N3CCN(C(=O)C4CCCCN4S(C)(=O)=O)CC3)nc12 (stereo not given),60.8,0.0616,i

# Next part.
structure,GluA2 TARP mod glutamate slope,GluA2 TARP mod agonism max-min,GluA2 TARP mod
CC(O)(CNC(=O)C(=O)Nc1ccccc1Cl)c1ccc(-c2ccccc2)cc1 (stereo not given),41.4,0.111,i
CCc1nnc(NS(=O)(=O)c2ccc(NC(=O)COc3ccc(Cl)cc3)cc2)s1,64.5,0.0894,i
NC(=O)C1(N2CCCCC2)CCN(C(=O)CSc2nc3ccccc3[nH]2)CC1,46.0,0.0383,i
Cc1cc(=O)n(CC(=O)NC2CCCC2)cn1,58.3,0.0894,i
O=C(NCCc1ccccc1)C(=O)NCCC(O)c1cccs1 (stereo not given),51.0,0.147,i
Cn1nnc2c(N3CCN(C(=O)CCC4CCCCC4)CC3)ncnc21,52.2,0.0387,i
Cc1oc(-c2ccccc2Cl)cc1C(=O)Nc1ccc(S(N)(=O)=O)cc1,49.0,0.0905,i
CSCCC(C)(O)CNC(=O)C(=O)Nc1ccc(C(C)C)cc1 (stereo not given),61.0,0.11,i

# Other records.
structure,GluA2 TARP mod glutamate slope,GluA2 TARP mod agonism max-min,GluA2 TARP mod
COc1ccc(NC(=O)c2ccsc2)cc1Cl,57.8,0.162,i
CCOc1ccc2ccccc2c1C(=O)NCC(c1cccs1)N1CCOCC1 (stereo not given),58.6*,0.087*,+
Cc1cn2c3c(=O)n(Cc4ccccc4)c(=O)n(C)c3nc2n1C1CCCC1,44.5,0.0247,i
COc1cccc(NC(=O)CSc2nccn(-c3ccc(F)cc3)c2=O)c1,50.7,0.0338,i
COc1ccccc1NC(=O)c1nnn(-c2ccccc2)c1C(C)C,60.6,0.104,i

# Quoted at random: five compounds from above
structure,GluA2 TARP mod glutamate slope,GluA2 TARP mod agonism max-min,GluA2 TARP mod
CCOc1ccc2ccccc2c1C(=O)NCC(c1cccs1)N1CCOCC1 (stereo not given),58.6*,0.087*,+
Cc1cn2c3c(=O)n(Cc4ccccc4)c(=O)n(C)c3nc2n1C1CCCC1,44.5,0.0247,i
COc1ccccc1NC(=O)c1nnn(-c2ccccc2)c1C(C)C,60.6,0.104,i
COc1ccc(NC(=O)c2ccsc2)cc1Cl,57.8,0.162,i
COc1cccc(NC(=O)CSc2nccn(-c3ccc(F)cc3)c2=O)c1,50.7,0.0338,i

# Source: PubChem BioAssay
